S1P1 ag-PAM = agonists and agonism potentiators of human S1P1 receptor; actives 0.57% (n = 56,000); activation, % at 9.5 µM; S1P1 CRE-bla cells, forskolin, beta-lactamase FRET, potentiator mode; S1P1 agonist co-added at EC20, 2 nM; 100% = saturating reference agonist, 0% = basal; AID 449; P21453;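 active = activation above a cutoff set at the mean activation of all tested compounds plus 3 SD, cut at about 54% in these data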;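 also: forskolin at 4 µM as EC80 and the EC20 agonist is SEW2871; 100% = SEW2871 at its EC100 plus forskolin at EC80; some compounds past the cut are filed as inactive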
Jurkat tox 60K = reduces viability or proliferation of Jurkat cells | Jurkat E6.1 viability, ATP luminescence, 48 h | inhibition, % at 4 µM | actives 1.2% (n = 56,000);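 active = inhibition above the mean inhibition of all tested compounds plus 3 SD, cut at about 28% in these data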
S1P3 ag = S1P3 (human) receptor agonism; S1P3 NFAT-BLA reporter cells, FRET ratio; relative to 1 µM S1P, basal subtracted; activation, % at 4.5 µM; actives 0.1% (n = 60,000);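 active = activation above the screen-wide mean plus 3 SD, cut at about 4.5% in these data, passing the limit was not always enough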; also: some compounds called inactive have numbers as strong as hits
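Measure – % activation relative to 1 µM S1P (100%), per plate · System – stable CHO line with human S1P3, Gα16, NFAT-BLA reporter · Timing – cells plated overnight, compound 4 h 37 °C, substrate 2 h RT · Technique – fluorescent BLA substrate, ex 405 nm, em 460/535 nm ratio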
D1 mod = D1 dopamine receptor (human) allosteric modulation | P21728 | HEK293 D1, CRE-luciferase, dopamine EC30 potentiation; actives deviate in either direction | B-score at 10 µM | actives 5.9% (n = 58,000) | AID 641;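 active = luminescence count or its row- and column-corrected plate score outside the 99.7% band of the plate's sample wells, on either side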
M1 antagonist = antagonists of rat M1 muscarinic receptor; P08482; AID 628; actives 3.4% (n = 64,000); B-score at 10 µM; CHO-M1 cells, Fluo-4 calcium, ACh EC80 antagonist mode; hits give low values;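 active = calcium fluorescence response, raw or row-and-column corrected B-score, differing from the plate sample mean either way at a set confidence level, mostly lower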
HEK293 NFkB inh = inhibitors of the PMA/ionomycin-induced NF-kB reporter in HEK293 cells. HEK-293 NF-kB luciferase reporter, luminescence. inhibition, % at 3 µM. actives 0.21% (n = 62,000);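 active = inhibition above the mean of all tested compounds plus 3 SD, cut at about 40% in these data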;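 also: 0% = stimulated DMSO wells and 100% = 10 µM reference inhibitor 5653914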
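Reagent: PMA plus ionomycin mix as NF-kB-activating stimulus. Assay system: NF-kB luciferase reporter HEK-293 cells. Technique: luminescence from luciferase substrate reagent. Incubation: 1 h compound pre-incubation, 16 h PMA/ionomycin at 37 °C. Benchmarks: DMSO only as uninhibited control, 10 µM reference inhibitor as full inhibition. Repeats: tested once.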
Ec RNAP inh = inhibitors of Escherichia coli RNA polymerase; E. coli RNA polymerase, fluorescence transcription assay; inhibition, %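 (tested at 10 µM)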; actives 0.2% (n = 62,000); AID 559; in the data active = inhibition above about 20%;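 also: 0% = enzyme without compound and 100% = no enzyme blank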
Target sequence (P0A8V2 whole entry, looked up): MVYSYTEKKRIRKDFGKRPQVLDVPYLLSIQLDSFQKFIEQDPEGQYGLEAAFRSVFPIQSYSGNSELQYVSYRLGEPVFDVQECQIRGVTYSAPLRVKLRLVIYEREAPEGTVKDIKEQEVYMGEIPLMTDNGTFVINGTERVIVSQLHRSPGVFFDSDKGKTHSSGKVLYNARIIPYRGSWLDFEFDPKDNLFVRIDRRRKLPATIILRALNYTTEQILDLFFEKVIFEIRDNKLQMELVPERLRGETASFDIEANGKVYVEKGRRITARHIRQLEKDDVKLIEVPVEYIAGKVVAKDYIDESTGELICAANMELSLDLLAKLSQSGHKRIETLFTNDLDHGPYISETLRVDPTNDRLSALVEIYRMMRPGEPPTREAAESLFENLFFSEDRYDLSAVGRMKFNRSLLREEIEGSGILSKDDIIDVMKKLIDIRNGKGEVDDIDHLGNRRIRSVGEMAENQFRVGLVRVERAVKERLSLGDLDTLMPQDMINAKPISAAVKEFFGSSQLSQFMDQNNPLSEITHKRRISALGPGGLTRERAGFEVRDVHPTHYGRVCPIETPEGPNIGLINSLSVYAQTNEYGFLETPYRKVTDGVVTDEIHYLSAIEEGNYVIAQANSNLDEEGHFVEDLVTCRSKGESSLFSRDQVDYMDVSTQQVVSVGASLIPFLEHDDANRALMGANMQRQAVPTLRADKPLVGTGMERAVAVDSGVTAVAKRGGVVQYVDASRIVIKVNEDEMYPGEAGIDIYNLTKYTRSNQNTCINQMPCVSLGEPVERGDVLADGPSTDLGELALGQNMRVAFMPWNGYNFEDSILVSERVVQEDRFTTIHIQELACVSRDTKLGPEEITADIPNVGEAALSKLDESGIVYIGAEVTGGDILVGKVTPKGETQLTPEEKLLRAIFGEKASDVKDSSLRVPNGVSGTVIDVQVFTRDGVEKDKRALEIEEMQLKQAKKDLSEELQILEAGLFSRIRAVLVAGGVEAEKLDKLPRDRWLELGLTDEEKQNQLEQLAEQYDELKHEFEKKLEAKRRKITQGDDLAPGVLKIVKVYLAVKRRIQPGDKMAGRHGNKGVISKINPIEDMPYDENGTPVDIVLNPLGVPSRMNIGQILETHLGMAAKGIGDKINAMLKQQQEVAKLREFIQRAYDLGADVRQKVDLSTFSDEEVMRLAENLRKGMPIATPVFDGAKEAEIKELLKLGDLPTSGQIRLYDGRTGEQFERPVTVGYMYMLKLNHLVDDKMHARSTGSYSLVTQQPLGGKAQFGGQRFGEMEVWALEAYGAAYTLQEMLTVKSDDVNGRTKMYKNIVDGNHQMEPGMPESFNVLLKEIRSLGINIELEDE
TNAP act DEA = activators of human TNAP at intermediate phosphate acceptor; 64,000 tested, under 10 active; activation factor at 20 µM; purified TNAP, CDP-star luminescence, 100 mM DEA, 30 min; hits give high values; scale: 0 levamisole-inhibited, 1 vehicle-only enzyme; P05186;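 active = activation factor of at least 2 at 20 µM, relative to controls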
M1 agonist = agonists of M1 muscarinic receptor; AID 626; CHO-M1 cells, Fluo-4 calcium fluorescence, agonist mode; hits give high values; actives 3% (n = 64,000); B-score at 10 µM;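 active = fluorescence rise, raw or as B-score row- and column-corrected plate score, outside the 99.7% band of its plate's samples, either direction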
An asterisk follows results filed as active; . = not tested or not shown. Rows were taken by chance; 12% or so of the library scored in one or more.

Under each structure: S1P1 ag-PAM | Jurkat tox 60K | S1P3 ag | D1 mod | M1 antagonist | HEK293 NFkB inh | Ec RNAP inh | TNAP act DEA | M1 agonist
(1) CC(=O)Nc1ccc(Nc2ncnc3c2cnn3-c2ccccc2)cc1
→ -12 | 3 | -1.6 | -0.68 | -0.046 | 4 | 4 | 0.9 | -0.0075
(2) O=C(CCC(=O)N(CC(=O)NC1CCCCC1)c1ccc2c(c1)OCO2)Nc1ccccn1
→ -20 | 1 | -1.1 | 1.5 | 0.68 | -2 | 7 | 0.9 | 0.028
(3) CC(C(=O)NCc1cccnc1)N1C(=O)c2ccccc2C1=O (configuration not stated)
→ . | . | . | -0.65 | 0.52 | 12 | 5 | 0.9 | 0.24
(4) O=C(NCC(c1cccnc1)N1CCN(c2ccc(F)cc2)CC1)OCc1ccccc1 (configuration not stated)
→ . | . | . | -2.2 | -0.6 | 16 | 4 | 0.9 | 1.6
(5) CCCOC1(NC(=O)c2ccccc2)C(C)=CC(=O)C=C1C
→ -10 | -2 | -0.7 | -3.2* | 0.63 | 15 | 3 | 0.9 | 0.087
(6) CC(C)C(=O)Nc1cc(=O)[nH]c2ncnn12
→ 10 | 7 | -0.5 | -1 | 0.27 | 9 | . | 0.9 | 0.42
(7) CC(C)OC(=O)CSc1nc2ncccc2[nH]1
→ -8 | 1 | -0.4 | 0.16 | -0.38 | -18 | 6 | 0.8 | 0.32
(8) CCOC(=O)C1=C(N)OC2=C(C(=O)CC(C)(C)C2)C1c1ccoc1 (configuration not stated)
→ 3 | -1 | 1.2 | -0.035 | 0.095 | 16 | 8 | 0.9 | 0.14
(9) CCOc1cccc(C2C(C#N)=C(N)Oc3cc(C)oc(=O)c32)c1OCC (configuration not stated)
→ -17 | . | -0.5 | . | -0.052 | . | 6 | 0.9 | -0.6
(10) CC1CCc2nn(CC(=O)NCCC3=CCCCC3)cc2C1 (configuration not stated)
→ -26 | 1 | -0.6 | 0.69 | 0.46 | 7 | 4 | 1 | 0.64
(11) COc1ccccc1NC=C1C(=O)OC(C)(C)OC1=O
→ -9 | -4 | -2.1 | 1.1 | -0.088 | -11 | 9 | 1 | 0.12
(12) CCOC(=O)c1c(NC(=O)CN2CCOCC2)sc2c1CCCC2=O
→ -26 | -2 | -0.1 | 5.4* | -1.3 | 13 | . | 0.9 | 0.012
(13) O=C(OCCCCN1C(=O)c2ccccc2C1=O)c1n[nH]c2ccccc12
→ -22 | 0 | -1.2 | 5.1* | -0.96 | 4 | 8 | 0.9 | -0.56
(14) C/C(Cl)=C/Cn1c(SCC(C)C)nc2c1c(=O)[nH]c(=O)n2C
→ -24 | -1 | 1.7 | 14* | -0.13 | 14 | -2 | 1 | -0.38
(15) O=P(O)(c1ccccc1)c1ccccc1O
→ -4 | . | -4.4 | . | -0.13 | . | -5 | 0.8 | -0.44
(16) CC(=O)N(Cc1cccs1)C1CCOC(C)(C)C1 (configuration not stated)
→ -2 | -6 | -0.4 | -0.36 | 0.059 | 5 | 6 | 1 | -2.2
(17) COc1ccc(OCc2nnc(SC3CCOC3=O)n2-c2ccccc2)cc1 (configuration not stated)
→ -4 | -1 | -0.9 | 0.15 | -0.053 | 8 | 0 | 0.9 | -0.8
(18) COc1ccc(-c2cnnn2-c2ccc(N)cc2)cc1OC
→ -34 | -2 | -0.4 | 11* | 0.028 | 7 | . | . | -0.049
(19) COc1nc(-c2ccccc2)ccc1-c1noc(C)n1
→ -26 | 2 | -0.7 | 1.2 | -1 | -10 | -3 | 1 | 0.13
(20) Cc1ccccc1Nc1nc(CSc2nnc(-c3ccoc3C)n2C)cs1
→ -35 | 11 | -0.8 | 0.19 | -0.14 | 18 | 5 | 0.9 | -0.61
(21) CCOC(=O)c1c(NC(=O)CSc2nnnn2C)sc(C)c1C
→ -26 | 10 | -0.4 | 1.7 | -0.81 | 7 | 5 | 0.9 | 0.65
(22) Cc1n[nH]c(=O)nc1NCc1ccccc1Cl
→ -9 | 2 | -0.4 | -0.48 | 0.31 | 8 | 4 | 1 | -0.051
(23) CCOc1ccc(Nc2nc(C)cc(C)c2C#N)cc1
→ . | 1 | -0.8 | 0.063 | 0.016 | 18 | 5 | 0.9 | 1.4
(24) CCn1cc(C(=O)NCCCOC(C)C)c2cc(OC)c(OC)cc2c1=O
→ -39 | -8 | -1.2 | . | -0.5 | -2 | 0 | 0.9 | -0.066
(25) O=c1cc(-c2ccccc2Cl)c2c([nH]1)CCC2
→ -9 | -12 | 0.1 | 0.19 | 0.11 | -9 | 8 | 0.8 | -1.2
(26) c1ccc(N2CCN(c3nnc(Cc4cccnc4)c4ccccc34)CC2)nc1
→ -2 | 8 | -0.7 | . | -2.9 | 19 | -9 | 1 | 3.6*
(27) Cc1cc(C)c2c(N=CN(C)C)c(C(=O)N3CCN(c4ncccn4)CC3)sc2n1
→ -8 | 0 | 0.2 | 0.11 | 0.015 | 19 | 9 | 1 | 0.42
(28) CS(=O)(=O)N(CC(=O)NCCSc1ccc(Cl)cc1)c1ccc2c(c1)OCO2
→ . | -1 | -0.6 | 1.4 | 2.3 | 12 | 8 | 0.9 | 0.29
(29) CC(Oc1ccc(Cl)cc1Cl)C(=O)Nc1ncccn1 (configuration not stated)
→ -2 | 0 | -0.9 | 0.6 | 0.85 | 12 | 3 | 0.9 | 0.015
(30) c1ccc(CCn2nnnc2C(c2cccnc2)N2CCN(c3ccccc3)CC2)cc1 (configuration not stated)
→ -1 | -9 | -0.6 | -0.61 | 2.3 | 20 | 5 | 1 | -0.89
(31) Brc1ccc(-c2nn3c(-c4ccccn4)nnc3s2)o1
→ 2 | 4 | -0.5 | 1.5 | -0.69 | 8 | 2 | 0.9 | 0.64
(32) COCCn1c(CN2CCN(c3cccc(Cl)c3)CC2)nc2c1c(=O)n(C)c(=O)n2C
→ 28 | 16 | -1.5 | -3.5* | -0.031 | 3 | 9 | 0.9 | -0.2
(33) OCC(CO)(CO)N=Cc1c(O)ccc2ccccc12
→ -26 | -12 | -0.1 | -0.33 | -0.17 | 17 | 7 | 0.8 | -0.88
(34) CCOc1ccc(-c2nnc3sc(COc4ccccc4)nn23)cc1
→ 0 | . | 1.6 | . | 0.058 | . | 8 | 0.9 | -0.54
(35) Cc1ccc2cc(COC(=O)c3ccncc3)c(=O)[nH]c2c1
→ 11 | -5 | -0.3 | -0.0092 | 1.1 | 9 | 13 | 0.9 | -0.75
(36) O=C(Nc1nnc(-c2ccccc2Cl)o1)c1cccnc1
→ 10 | 8 | -0.5 | -1.1 | -0.038 | -13 | -3 | 0.9 | -0.31
(37) O=C(Cc1nn[nH]n1)NCc1ccccc1Cl
→ -10 | -2 | -0.2 | 0.3 | 0.17 | 11 | 0 | 1 | 0.11
(38) Cn1c(=NCC(O)COc2ccccc2)sc2ccccc21 (configuration not stated)
→ 3 | . | 2.3 | . | -0.32 | . | 8 | 0.9 | -0.087
(39) Cc1cc(C)n(-c2ccc(C(=O)Nc3sccc3C(N)=O)cc2)n1
→ -16 | 3 | -0.5 | 0.01 | -0.78 | -34 | 3 | 0.9 | 1.1
(40) COc1ccccc1NC(=O)N1CCCC1C(=O)Nc1nnc(C(C)C)s1 (configuration not stated)
→ 5 | -4 | -1.2 | 0.056 | -0.2 | 0 | 0 | 1 | -0.79
(41) CCOC(=O)C1=C(C)NC2=C(C(=O)C(C(=O)OC)C(C)C2)C1c1ccc(OC)c(O)c1 (configuration not stated)
→ -61 | -3 | 0.7 | 0.09 | 0.88 | 6 | 0 | 0.9 | -0.81
(42) CCOc1ccc(OCC)c(NC(=O)CN2CCN(c3cc(C)ccc3C)CC2)c1
→ . | . | . | 0.64 | -0.42 | 17 | 0 | 1 | -0.83
(43) Cc1nc2nc(-c3cccnc3)nn2c(C)c1Cl
→ -1 | -4 | 0.8 | -0.021 | -1.4 | 2 | 7 | 0.9 | 2
(44) NC(=O)C1CCN(c2ncnc3c(-c4ccccc4)nsc23)CC1
→ 4 | -4 | -0.8 | -0.39 | 1 | 22 | 7 | 0.9 | -1.4
(45) Fc1ccc(Cc2nnc(-c3cccs3)o2)cc1
→ 2 | -4 | 0.8 | -0.096 | -0.4 | -12 | 9 | 0.9 | -0.1
(46) Cc1ccc(C#N)c(SCc2cc3c(cc2Cl)OCO3)n1
→ 6 | . | -1.5 | -0.78 | -0.53 | . | 3 | 0.9 | -0.17
(47) Cc1csc(C(C#N)C(=O)c2ccc(S(=O)(=O)N3CCCC3)cc2)n1 (configuration not stated)
→ 9 | -4 | 0.7 | 1 | -0.47 | 16 | 5 | 0.9 | 1.1
(48) COc1ccc(-c2nnc(NC(=O)C(C)C)s2)c(OC)c1
→ -25 | -7 | -0.1 | 1 | 0.066 | 4 | 10 | 0.9 | -0.32
(49) CCC(=O)Nc1ccc(N2CCN(Cc3ccccc3F)CC2)cc1
→ . | . | . | -0.81 | -2.6* | 17 | 4 | 0.9 | 0.55
(50) CCCC1c2ccc(C)n2CCN1C(=O)Nc1ccccc1Cl (configuration not stated)
→ -11 | -2 | -0.7 | -0.88 | 0.68 | 3 | -13 | 0.9 | 0.34
(51) COc1ccc(C(c2sc3nc(C)nn3c2O)N2CCCCC2)cc1 (configuration not stated)
→ -2 | -3 | -1.3 | -2.4 | 0.08 | 16 | 4 | 0.9 | -0.24
(52) Cc1ccc2c(c1)[nH]c1c(N3CCN(Cc4ccc5c(c4)OCO5)CC3)ncnc12
→ 33 | 10 | -2.3 | -2.6 | -2 | 10 | 6 | 0.9 | 3.4*
(53) O=C(Cn1nnc2c(cnn2-c2ccc(F)cc2)c1=O)OC1CCCCC1
→ 16 | -5 | 0.8 | 0.22 | -0.67 | 6 | 8 | 0.8 | -0.29
(54) Cc1ccccc1-n1c(SC/C(O)=C(\C#N)c2nc3ccccc3[nH]2)nnc1-c1ccncc1
→ . | . | . | 0.76 | -0.047 | 8 | 7 | 1 | 3.9*
(55) O=C1CSC(=O)N1CC(O)COc1ccc(Cl)cc1 (configuration not stated)
→ -9 | 0 | -0.6 | 0.12 | . | -1 | -3 | 1 | .
(56) Cn1c(CCCNC(=O)c2ccccc2)nc2ccccc21
→ . | . | . | -3.5* | 1.5 | -5 | 9 | 0.9 | -0.89
(57) Cc1csc(NC(=O)CSc2nnc(-c3ccncc3)n2C)n1
→ 12 | -5 | -0.4 | 0.35 | -0.41 | 2 | 7 | 0.8 | -0.39
(58) COCCNC(=O)CN(c1ccc(C)cc1)S(=O)(=O)c1ccc(SC)cc1
→ -21 | -2 | 0.3 | -0.065 | 0.59 | 8 | 5 | 1.1 | 0.2

Screens: PubChem BioAssay, several laboratories
